Assay outcomes deposited in PubChem by several laboratories.
STK33 inh: human STK33 kinase inhibition | Q9BYT3 | purified STK33, MBP phosphorylation, ADP-Glo luminescence | inhibition, % at 10 µM | 320,000 compounds, 0.073% hits | AID 2661;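 active means inhibition at or above 25%, using the most active replicate where run in duplicate; inactive means inhibition below 25%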
Target sequence (Q9BYT3 whole entry, looked up): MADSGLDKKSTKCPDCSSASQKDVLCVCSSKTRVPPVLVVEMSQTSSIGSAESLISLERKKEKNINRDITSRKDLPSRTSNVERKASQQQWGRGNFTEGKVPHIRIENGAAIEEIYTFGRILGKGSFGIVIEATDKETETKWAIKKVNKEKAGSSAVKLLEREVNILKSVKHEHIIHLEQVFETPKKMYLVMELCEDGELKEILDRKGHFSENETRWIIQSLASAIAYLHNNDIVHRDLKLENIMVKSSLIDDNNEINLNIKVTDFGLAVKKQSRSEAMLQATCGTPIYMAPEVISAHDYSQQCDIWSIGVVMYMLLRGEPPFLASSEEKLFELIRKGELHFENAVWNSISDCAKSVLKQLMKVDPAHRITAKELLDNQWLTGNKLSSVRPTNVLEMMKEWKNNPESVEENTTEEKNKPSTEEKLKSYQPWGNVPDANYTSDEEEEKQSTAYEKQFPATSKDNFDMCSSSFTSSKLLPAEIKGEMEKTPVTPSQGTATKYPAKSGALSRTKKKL
OX1R antag: OX1R (human) antagonism; inhibition, % at 6.6 µM; AID 485270; O43613; OX1R-expressing cells, FRET antagonist read-out; 330,000 compounds, 1.8% hits; in the data active means inhibition mostly above about 38%, no sharp cut-off; inactive means mostly below about 40%;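 further: 0% = agonist challenge alone and 100% = reference antagonist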
Target sequence (O43613 whole entry, looked up): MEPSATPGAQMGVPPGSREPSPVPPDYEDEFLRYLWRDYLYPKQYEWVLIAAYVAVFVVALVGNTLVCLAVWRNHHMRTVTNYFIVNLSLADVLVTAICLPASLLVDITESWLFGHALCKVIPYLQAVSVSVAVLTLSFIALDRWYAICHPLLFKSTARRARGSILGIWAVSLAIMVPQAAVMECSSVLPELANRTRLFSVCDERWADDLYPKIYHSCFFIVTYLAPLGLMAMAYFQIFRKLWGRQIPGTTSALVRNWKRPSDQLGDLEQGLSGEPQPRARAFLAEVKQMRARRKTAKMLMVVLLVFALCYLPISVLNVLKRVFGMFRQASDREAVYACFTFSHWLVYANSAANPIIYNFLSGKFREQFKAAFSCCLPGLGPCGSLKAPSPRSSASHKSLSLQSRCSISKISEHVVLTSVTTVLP
* marks the source's active call; other numbers are inactive results; . = no result given. Rows are unselected. Share with any hit: about 1.8%.

SMILES | STK33 inh | OX1R antag
COc1ccc(OC)c(NC(=O)C(C)N2c3cccc4cccc(c34)S2(=O)=O)c1 (stereo not drawn) | 0.0 | 15
COc1cc(C2C(C(C)=O)=C(O)C(=O)N2CCc2c[nH]c3ccccc23)ccc1O (stereo not drawn) | 0.3 | 19
CCOC(=O)c1cc(CO)cc(C(=O)OCC)c1 | 0.4 | 5
CCc1ccc(C2C3=C(CC(C)(C)CC3=O)OC3=C2C(=O)CC(C)(C)C3)cc1 | -0.7 | 13
O=C(Nc1ccc2c(c1)OCO2)c1cc(C2CC2)on1 | 0.1 | 10
O=C(Nc1ccc(SC(F)F)cc1)C12CCC(CC1)C2 | -0.4 | 13
O=C(CCC1CCCCC1)Nc1cccc(C(=O)Nc2ccc(C(=O)O)cc2)c1 | 0.2 | 3
COC(CNC(=O)C1CCN(S(=O)(=O)c2ccc3nc4c(c(C(=O)O)c3c2)CC(C)CC4)CC1)OC (stereo not drawn) | -0.5 | 11
O=C(CN1C(=O)C2C3C=CC(C3)C2C1=O)OCC(=O)c1ccc(Cl)c([N+](=O)[O-])c1 (stereo not drawn) | 1.0 | 39
CN1CCN(c2ncnc3scc(-c4ccccc4Cl)c23)CC1 | 0.7 | 11
O=C(CN1CCN(C2CCCCC2)CC1)c1ccc2cc[nH]c2c1 | -2.0 | 8
COc1ccc(/C=N/NC(=O)CNC(=O)c2ccc3c(c2)OCCO3)cc1OC | -0.7 | 11
COc1cc(NC(=O)Cn2cnc3c(SC)nc(N)nc32)cc(OC)c1OC | -0.6 | 0
COC(=O)C1(S(=O)(=O)C2(C(=O)OC)CCCC2)CCCC1 | -0.6 | 3
O=c1ccnc(Nc2ccc([N+](=O)[O-])cc2)[nH]1 | 0.7 | 19
CCCCCC(=O)Nc1ccc(C2C(=O)c3ccccc3C2=O)cc1 | -0.8 | 3
CC(Oc1ccc2c(c1)oc(=O)c1ccccc12)C(=O)NCCN1CCOCC1 (stereo not drawn) | 0.5 | 19
O=C(c1ccc(CN2CCOCC2)cc1)N1CCN(c2ccccc2)CC1 | 1.1 | 2
O=C(NC1CCCC1)C(c1ccncc1)N(C(=O)c1csnn1)c1ccc(F)c(Cl)c1 (stereo not drawn) | -0.3 | 26
Cn1nc(-c2ccccc2)c(CO)c1Oc1cccc(C(F)(F)F)c1 | -2.7 | 23
O=C(COC(=O)C1CCN(S(=O)(=O)c2cccs2)CC1)NCc1ccc(F)cc1 | -0.9 | 9
CC(=O)NC(c1cc(F)c2cccnc2c1O)C1CC1 (stereo not drawn) | -0.9 | 10
CC(=O)N1c2ccc(S(=O)(=O)N3CCCC3)cc2CC1C(=O)NCc1ccccc1F (stereo not drawn) | 0.2 | 17
O=C(COc1ccc(Cl)cc1)NCC(=O)N1CCC2(CC1)NCCc1[nH]cnc12 | -1.1 | 0
O=C(NC1CCS(=O)(=O)C1)OC1CCCCC1 (stereo not drawn) | -1.3 | 4
SMILES | STK33 inh | OX1R antag
O=C(NCCO)c1nc(NCCO)c2ccccc2n1 | 2.2 | -5
O=C(NC1CCN(Cc2ccccc2)CC1)c1ccc(S(=O)(=O)NCc2ccco2)cc1 | -2.8 | 27
O=C(Cc1ccc(F)cc1)NCCS(=O)(=O)N1CCN(c2cccc(Cl)c2)CC1 | 0.7 | 13
CC(C)(C)c1cc(C(=O)NNc2ccc(OC(F)(F)F)cc2)n(Cc2ccccc2)n1 | -1.0 | 12
COC(=O)c1ccccc1NC(=S)NC(=O)COc1ccccc1 | -0.8 | 16
COc1ccc(OC)c(NC(=O)Cn2cc(C#N)c3cc(Br)ccc32)c1 | -1.2 | 6
COc1cccc(NC(=O)C2CCN(C(=O)NC3CCCCC3)CC2)c1 | -0.8 | 27
COc1cc2nc(CSc3ncn[nH]3)[nH]c(=O)c2cc1OC | 0.7 | 31
O=C(CSCC(=O)NCc1ccco1)NCc1ccco1 | -0.2 | 7
CCOC(=O)c1cc(-c2csc(COc3ccccc3)n2)on1 | -1.0 | 9
N#CCCN(C(=O)COC(=O)C12CC3CC(CC(O)(C3)C1)C2)c1ccc(F)cc1 | 4.1 | -5
CCOC(=O)c1cccc(NC(=O)C2(S(=O)(=O)c3ccc(C)cc3)CC2)c1 | 0.7 | 61
COc1cc(-c2c(NC(=O)c3ccco3)oc3ccccc3c2=O)cc(OC)c1OC | -0.5 | 13
CCOc1ccc(Oc2ccc(S(=O)(=O)N3CCOCC3)cc2NC(=O)CCNC(C)=O)cc1 | -1.5 | 7
Cc1cccc2cc(CN(CC3CCCO3)S(=O)(=O)c3ccccc3)c(=O)[nH]c12 (stereo not drawn) | -0.2 | 7
CCCN(CC(=O)Nc1ccccc1C)C(=O)COc1c(C)cccc1C | 9.5 | 7
CC1CCN(C(c2ccccc2)c2nnnn2C(C)(C)C)CC1 (stereo not drawn) | 3.6 | 22
CCN(C[C@H]1N[C@@](Cc2ccccc2)(C(=O)OC)[C@H]2C(=O)N(C)C(=O)[C@@H]12)C(C)=O | . | 6
NC(=O)CSc1nnc(NC(=O)c2ccc(S(=O)(=O)N3CCOCC3)cc2)s1 | 0.2 | 6
COc1ccc(-c2cc(=O)oc3c(C)c(O)c(CN(C)C)cc23)cc1 | -0.2 | 17
Cc1occc1C(=O)NNC(=O)C1CC1 | -0.3 | 8
O=C1NC(=O)c2cc(Br)cc3cccc1c23 | -2.3 | 23
COc1ccc(CN2CCNC(=O)C2CC(=O)NC2CCCCCC2)cc1C (stereo not drawn) | -1.3 | 2
COc1cc(Br)cc(CN2CCN(C/C=C/c3ccccc3)CC2)c1O | -0.7 | 7
Cc1ccc(NC(=O)CN2C(=O)c3ccccc3S2(=O)=O)cc1C | -0.7 | 23
SMILES | STK33 inh | OX1R antag
Cn1cc(-c2ccc(Cl)cc2)cc(C#N)c1=O | -2.0 | 34
CC(C)(C)c1ccc(C(=O)CSc2nc3ccccc3c(=O)[nH]2)cc1 | -1.0 | 3
Cc1ccc(S(=O)(=O)N(C)C)cc1NC(=O)CN1CCCC1 | 0.1 | 11
CCCN1C/C(=C/c2ccc3c(c2)OCO3)C(=O)/C(=C/c2ccc3c(c2)OCO3)C1 | 0.0 | 4
COc1ccc(C2CCN(Cc3cccnc3)CC2O)cc1 (stereo not drawn) | 0.2 | 96*
CC(C)CC(=O)NC1(C(F)(F)F)C(=O)Nc2c1c(=O)n(C)c(=O)n2C (stereo not drawn) | -2.1 | 3
COc1ccc(NC2=C(Cl)C(=O)N(c3ccccc3)C2=O)c(OC)c1 | 0.0 | 24
O=C(CCC1CCN(Cc2ccccc2Cl)CC1)NC1CC1 | 0.0 | -5
COc1ccc(N2C(=O)CC(Nc3ccc(F)cc3)C2=O)c([N+](=O)[O-])c1 (stereo not drawn) | -1.5 | 10
COc1ccc(C2=NOC(Cn3nc(-c4ccccc4C)cc3C(=O)O)C2)cc1 (stereo not drawn) | -2.1 | 3
C=CCOc1ccc(/C=C/C(=O)OCC(=O)NCCCc2ccccc2)cc1 | . | 15
O=S(=O)(Nc1cccc(-n2cnnn2)c1)c1ccccc1 | -0.8 | 4
CCN(CC(=O)Nc1ccccc1OC)CC(=O)Nc1ccccc1-c1ccccc1 | -0.8 | 52
COC(=O)c1c(NC(=O)CCN2CCOCC2)sc2c1CCCC2 | 0.7 | 7
CCOC(=O)C1CCN(C(=O)c2[nH]c3ccc(OC)cc3c2C)CC1 | -1.1 | 0
COC(=O)c1cc(=O)nc2sc(-c3ccccc3)nn12 | -3.9 | 16
CCOC(=O)N1CCN(C(=O)c2cc(C)no2)CC1 | -0.2 | 10
CCOC(=O)c1c(NC(=O)CSc2nnnn2-c2ccccc2)sc2c1CC(C)(C)NC2(C)C | -0.7 | 15
O=C(Nc1ccc([N+](=O)[O-])cc1)Nc1ccc(OC(F)F)c(Cl)c1 | -0.1 | 76*
CC12CCC3c4ccc(O)cc4CCC3C1CC(O)C2O (stereo not drawn) | 1.8 | 20
O=[N+]([O-])c1ccc(-n2ccnc2)cc1 | -1.0 | 25
COC(=O)Cn1cnc2sc(C)c(S(=O)(=O)N3CCC(C)CC3)c2c1=O | 0.3 | 11
Oc1cccc(/C=N/NC(=S)Nc2cccnc2)c1O | 3.3 | 17
Cc1ccc(-c2csc(-c3ccncc3)n2)cc1 | 1.7 | 17
C/C(=N\Nc1cccc(Cl)c1)c1ccc(-n2ccnc2)cc1 | 3.5 | 24
SMILES | STK33 inh | OX1R antag
Cc1cc(C)c(S(=O)(=O)c2ccccc2)c(OC(=O)c2ccc(Cl)cc2Cl)n1 | 0.3 | 12
COc1ccc2c(c1)[nH]c1c(=O)n(CCC3=CCCCC3)cnc12 | 1.0 | 7
COc1cccc(CN2CCN(C3CCN(c4ccccc4C)CC3)CC2CCO)c1 (stereo not drawn) | -0.2 | 32
Cc1cc(C)c(NC(=O)/C(C#N)=C/c2ccc(OCc3ccc(F)cc3)cc2)c(C)c1 | -0.8 | 14
Cc1cccc(NC(=O)CSc2n[nH]c(-c3ccncc3)n2)c1 | 0.8 | 29
COc1ccc(C2CCCCCN2Cc2nc3ccccc3c(=O)n2CC(N)=O)cc1 (stereo not drawn) | -1.3 | 24
CCOc1ccc(NC(=O)CN2C(=O)CSc3ccc(S(=O)(=O)N4CCOCC4)cc32)cc1 | 0.4 | 0
O=C(COc1ccc(F)cc1Br)NCCCN1CCCC1=O | -0.8 | 1
NNC(=O)c1cc(Cl)ccc1Cl | -0.1 | 1
O=C(C1CCC(CNS(=O)(=O)c2ccc(F)cc2)CC1)N1CCOCC1 (stereo not drawn) | 0.3 | 10
NS(=O)(=O)c1cccc(NC(=O)CSc2nnc(-c3ccncc3)n2C2CC2)c1 | 0.4 | 6
CC1=C(C(=O)OCc2ccc3c(c2)OCO3)C(c2ccc(F)cc2)NC(=O)N1 (stereo not drawn) | 6.6 | 7
COc1ccccc1OCC(=O)Nc1sc2c(c1C(N)=O)CCC2 | -0.8 | 18
OCc1nc2ccccc2n1Cc1ccc(Cl)cc1 | -0.1 | 3
O=C(NCc1ccc2c(c1)OCO2)c1ccc2c(=O)n(C3CCCC3)c(=O)[nH]c2c1 | 0.8 | 5
Cc1nnsc1SCCNC(=O)c1c(F)cccc1F | -1.1 | 15
Cc1cc(OC(=O)c2c(Cl)cccc2Cl)nc(C)n1 | -0.8 | 15
O=C(c1ccc2c(=O)n3c(nc2c1)CCCCC3)N1CCN(c2ccc([N+](=O)[O-])cc2)CC1 | -1.7 | 30
O=C1c2ccccc2C2(c3ccc(F)cc3)NCCN12 (stereo not drawn) | -3.2 | 6
Cc1ccc(C)c(N(CC(=O)NCC2CCCO2)C(=O)CCC(=O)Nc2nccs2)c1 (stereo not drawn) | -0.2 | 21
O=C(O)c1ccccc1-c1ccccc1C(=O)Nc1ccc(-c2nc3cc(Cl)ccc3o2)cc1 | 1.7 | 39
COc1ccc(CN2CCC(n3nccc3NC(=O)C3CC3)CC2)c(OC)c1OC | -0.3 | 1
Nc1cc(N2CCOCC2)c(Cl)cc1[N+](=O)[O-] | -1.5 | 14
O=C(NCCc1c[nH]c2ccccc12)C1CCN(c2nnc(N3CCCC3=O)s2)CC1 | 0.5 | 17
COC(=O)c1ccc(NC(=O)CN2C(=O)c3ccccc3S2(=O)=O)cc1 | -0.3 | 20

Shown as a markdown table: part of the list above.
| Compound | STK33 inh | OX1R antag |
| --- | --- | --- |
| Cc1cc(C)c(S(=O)(=O)c2ccccc2)c(OC(=O)c2ccc(Cl)cc2Cl)n1 | 0.3 | 12 |
| COc1ccc2c(c1)[nH]c1c(=O)n(CCC3=CCCCC3)cnc12 | 1.0 | 7 |
| COc1cccc(CN2CCN(C3CCN(c4ccccc4C)CC3)CC2CCO)c1 (stereo not drawn) | -0.2 | 32 |
| Cc1cc(C)c(NC(=O)/C(C#N)=C/c2ccc(OCc3ccc(F)cc3)cc2)c(C)c1 | -0.8 | 14 |
| Cc1cccc(NC(=O)CSc2n[nH]c(-c3ccncc3)n2)c1 | 0.8 | 29 |
| COc1ccc(C2CCCCCN2Cc2nc3ccccc3c(=O)n2CC(N)=O)cc1 (stereo not drawn) | -1.3 | 24 |
| CCOc1ccc(NC(=O)CN2C(=O)CSc3ccc(S(=O)(=O)N4CCOCC4)cc32)cc1 | 0.4 | 0 |
| O=C(COc1ccc(F)cc1Br)NCCCN1CCCC1=O | -0.8 | 1 |
| NNC(=O)c1cc(Cl)ccc1Cl | -0.1 | 1 |
| O=C(C1CCC(CNS(=O)(=O)c2ccc(F)cc2)CC1)N1CCOCC1 (stereo not drawn) | 0.3 | 10 |
| NS(=O)(=O)c1cccc(NC(=O)CSc2nnc(-c3ccncc3)n2C2CC2)c1 | 0.4 | 6 |
| CC1=C(C(=O)OCc2ccc3c(c2)OCO3)C(c2ccc(F)cc2)NC(=O)N1 (stereo not drawn) | 6.6 | 7 |
| COc1ccccc1OCC(=O)Nc1sc2c(c1C(N)=O)CCC2 | -0.8 | 18 |

Next section:
SMILES | STK33 inh | OX1R antag
Cc1ccc(O)c(C(=O)c2cnc3c(c2)CN(C)C(=O)N3)c1 | 0.8 | 14
Cc1ccc(C(=O)Nc2ncc(C)s2)s1 | 8.9 | 20
CCOC(=O)N1CCN(C(=O)C(=O)Nc2ccc3nc4n(c(=O)c3c2)CCCCC4)CC1 | -0.9 | 8
CS(=O)(=O)N1CCC(C(=O)Nc2cccc(C(F)(F)F)c2)CC1 | 2.3 | 20
CCOC(=O)c1cn(CC)c2ccc(S(=O)(=O)N3CCC(C)CC3)cc2c1=O | -0.3 | 4
Cc1c(C(=O)N/N=C/c2cccnc2)nnn1-c1nonc1N | 0.7 | 12
CC1CCN(Cc2cnc(Cl)s2)CC1 | -1.7 | 20
COc1ccccc1C1(CC(=O)Nc2nccs2)CCOC(C(C)C)C1 (stereo not drawn) | -0.2 | 7
COC(=O)/C=C1/N/C(=N\c2nc(C)cc(C)n2)N(c2ccc(C)c(C)c2)C1=O | 1.9 | 50
O=C(CP(=O)(c1ccccc1)c1ccccc1)N1CCOCC1 | -0.2 | 10
CCOC(=O)COn1c(=O)c(-c2ccc(C)cc2)[n+]([O-])c2ccccc21 | -1.3 | 15
C=CCN(C(=O)Cn1nnc2ccccc21)C(C(=O)NCCOC)c1ccc(OC)cc1OC (stereo not drawn) | -0.3 | 17
C=CCOc1c2ccc(C(=O)NCc3ccc(C)cc3)cc2nn1C | -1.6 | 15
NC(=O)CC(NC(=O)c1ccccc1)c1ccc(NCCCN2CCCC2=O)c([N+](=O)[O-])c1 (stereo not drawn) | -1.5 | 46
